SRC1 inh = human NCOA1 inhibition; Q15788; HEK293 GAL4-SRC1 luciferase reporter, luminescence; inhibition, % at 3.6 µM; 360,000 tested, 0.12% active; AID 588354;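 active = inhibition above the campaign mean plus 3 SD, with each screening campaign given its own cutoff, cut at about 60% in these data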;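 also: 0% = DMSO treated cells and 100% = gossypol at 36 µM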
Target sequence (Q15788 whole entry, looked up, the tested form may be a part): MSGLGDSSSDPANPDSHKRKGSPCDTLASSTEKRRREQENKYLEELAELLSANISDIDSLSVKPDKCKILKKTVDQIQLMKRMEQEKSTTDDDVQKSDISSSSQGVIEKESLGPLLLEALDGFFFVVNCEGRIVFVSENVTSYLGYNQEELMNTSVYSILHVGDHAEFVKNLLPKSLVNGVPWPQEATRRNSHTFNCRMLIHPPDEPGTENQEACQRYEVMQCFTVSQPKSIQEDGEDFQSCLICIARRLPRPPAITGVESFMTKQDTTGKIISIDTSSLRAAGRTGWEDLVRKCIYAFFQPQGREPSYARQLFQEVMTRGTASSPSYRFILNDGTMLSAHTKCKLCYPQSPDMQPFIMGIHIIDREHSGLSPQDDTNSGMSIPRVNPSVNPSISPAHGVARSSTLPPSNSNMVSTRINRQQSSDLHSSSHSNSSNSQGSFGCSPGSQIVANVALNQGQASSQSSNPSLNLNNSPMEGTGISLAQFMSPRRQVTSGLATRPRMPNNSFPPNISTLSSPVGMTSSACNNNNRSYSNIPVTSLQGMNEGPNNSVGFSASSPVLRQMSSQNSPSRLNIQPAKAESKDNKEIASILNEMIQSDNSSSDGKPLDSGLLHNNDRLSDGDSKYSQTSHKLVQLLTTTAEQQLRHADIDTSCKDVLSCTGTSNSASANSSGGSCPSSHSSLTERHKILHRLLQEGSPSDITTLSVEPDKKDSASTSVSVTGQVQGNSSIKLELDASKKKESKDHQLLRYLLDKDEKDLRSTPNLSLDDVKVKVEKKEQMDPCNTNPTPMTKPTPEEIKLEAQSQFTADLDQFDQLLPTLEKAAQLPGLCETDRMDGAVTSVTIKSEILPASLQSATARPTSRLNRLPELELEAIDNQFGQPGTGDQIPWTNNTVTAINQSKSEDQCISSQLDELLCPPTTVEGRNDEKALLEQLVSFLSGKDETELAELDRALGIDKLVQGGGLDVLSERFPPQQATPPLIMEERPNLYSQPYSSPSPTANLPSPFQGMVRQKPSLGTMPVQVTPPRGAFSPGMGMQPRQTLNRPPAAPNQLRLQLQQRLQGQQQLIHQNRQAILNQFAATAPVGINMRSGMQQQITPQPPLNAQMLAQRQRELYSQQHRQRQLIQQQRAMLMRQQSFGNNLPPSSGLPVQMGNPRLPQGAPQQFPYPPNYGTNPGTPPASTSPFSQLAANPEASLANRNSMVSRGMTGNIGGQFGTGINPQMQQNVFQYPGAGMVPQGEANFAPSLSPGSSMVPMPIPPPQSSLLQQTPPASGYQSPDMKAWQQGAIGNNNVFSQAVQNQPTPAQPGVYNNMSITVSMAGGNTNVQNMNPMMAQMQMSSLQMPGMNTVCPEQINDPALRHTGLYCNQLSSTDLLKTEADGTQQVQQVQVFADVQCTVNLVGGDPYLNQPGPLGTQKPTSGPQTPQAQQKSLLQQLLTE
LMP1 NFkB inh = Epstein-Barr LMP1 NF-kappaB reporter inhibition; 350,000 tested, 0.69% active; LMP1-induced NF-kappaB luciferase reporter cells, luminescence; AID 504558; inhibition, % at 12.5 µM; in the data active = inhibition above about 41%;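 also: 0% = neutral control wells and 100% = reference inhibitor control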
ABHD5-PLIN5 inh = ABHD5-PLIN5 protein interaction inhibition | Q00G26+Q8WTS1 | Split G. princeps luciferase complementation, luminescence, 4 h | inhibition, % at 4 µM | 360,000 tested, 0.78% active | AID 602281;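 active = inhibition above the mean inhibition across every tested compound plus 3 SD, cut at about 22% in these data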;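 also: 0% = DMSO only wells and the 100% control is not disclosed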
COUP-TFII inh = blocks human COUP-TFII nuclear receptor. AID 686940. P24468. inhibition, % at 8.6 µM. 370,000 tested, 0.7% active. HEK293T NGFI-A luciferase reporter, luminescence;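 active = inhibition above a per-plate cutoff, mean inhibition of test wells between control levels plus 3 SD, cut at about 38% in these data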;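 also: cells cotransfected with COUP-TFII expression vector driving the NGFI-A reporter; 0% = median of COUP-TF2 test wells and 100% = reporter-only cells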
NOD2-RIPK2 inh = inhibitors of human NOD2-RIPK2 interaction. O43353. CHO BLA complementation NOD2-RIPK2, CCF4 ratio. inhibition, % at 4.98 µM. 360,000 tested, 0.38% active. AID 624267; in the data active = inhibition above about 21%;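 also: 0% = vehicle only and 100% = reference blocker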
MC4R antagonist = antagonists of human melanocortin 4 receptor (MC4R); MC4R-expressing cells, MTII-stimulated cAMP, LANCE TR-FRET; inhibition, % at 6.5 µM; P32245; 360,000 tested, 0.48% active;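 active = inhibition above its plate's cutoff, the mean of tested wells on that plate plus 3 SD, cut at about 29% in these data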;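 also: 0% = Melanotan II alone and 100% = Melanotan II plus saturating MCL0020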
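Assay system: U2OS-MC4R stable cell line; Also added: Melanotan II; Technique: Eu-cAMP/anti-cAMP TR-FRET, emission 671 nm; Times: 30-min compound, 1-h challenge, 1-h detection, room temperature.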
SRC2 inh = human SRC2 (NCOA2) inhibition | Q15596 | HEK293 GAL4-SRC2 luciferase reporter, luminescence | inhibition, % at 9 µM | 370,000 tested, 0.17% active | AID 651957;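 active = inhibition above the mean inhibition of all tested compounds plus 3 SD, set per campaign, cut at about 52% in these data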;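 also: 0% = DMSO treated cells and 100% = cells given Gossypol at 36 µM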
LRH-1 inv ag = inverse agonists of human LRH-1 (NR5A2); O00482; HEK293T StAR-luciferase reporter, LRH-1 transfected, 24 h; inhibition, % at 3.6 µM; 360,000 tested, 0.13% active; AID 602396;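 active = inhibition above the mean inhibition of all tested compounds plus 3 SD, cut at about 73% in these data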;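 also: 0% = DMSO wells and 100% = reporter-only cells lacking LRH-1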
SRC3 inh = inhibits human SRC3 coactivator | inhibition, % at 3.6 µM | HEK293 GAL4-SRC3 luciferase reporter, luminescence | Q9Y6Q9 | 360,000 tested, 0.17% active;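 active = inhibition above a per-campaign cutoff, the mean of all compounds plus 3 SD, cut at about 60% in these data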;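 also: 0% = DMSO-treated cells and 100% = gossypol-treated cells at 36 µM; higher means less SRC3-driven luciferase light from the GAL4 reporter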
TLR9-MyD88 block = inhibitors of human TLR9-MyD88 binding; Q9NR96+Q99836; CHO BLA complementation TLR9-MyD88, CCF4 FRET ratio; inhibition, % at 4.98 µM; 340,000 tested, 0.21% active; AID 504734;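 active = inhibition above the mean over all tested compounds plus 3 SD, cut at about 21% in these data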;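 also: 0% = DMSO only wells and 100% = clavulanate BLA inhibitor control wells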
MC4R ag barr = activates human MC4R beta-arrestin recruitment; P32245; U2OS MC4R beta-arrestin complementation, luminescence; percent of melanotan II response, DMSO zero; activation, % at 8.9 µM; 360,000 tested, 0.98% active; AID 540308;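 active = activation above a per-plate cutoff, the mean activation of sample wells on that plate plus 3 SD, cut at about 8% in these data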
* hit, by the source's call; x = not tested or not shown. An excerpt (hit frequency here may not be typical).

SRC1 inh | LMP1 NFkB inh | ABHD5-PLIN5 inh | COUP-TFII inh | NOD2-RIPK2 inh | MC4R antagonist | SRC2 inh | LRH-1 inv ag | SRC3 inh | TLR9-MyD88 block | MC4R ag barr | SMILES
-1 | -1 | 1 | -9 | -7 | -10 | 14 | 10 | 8 | 1 | -1.4 | CCOC(=O)CNC(=O)CSc1nnc(-c2c[nH]c3ccccc23)n1CC
3 | 11 | 0 | 14 | -10 | -3 | 8 | 23 | 9 | 4 | 1.4 | CCc1ccc(N(CC)C(=O)c2ccc3c(Cl)c4c(nc3c2)CCC4)cc1
1 | -3 | 5 | 7 | 3 | -8 | 11 | -4 | 10 | 1 | -2.5 | COc1ccc(C(=O)CSc2nnc(CN3CCCC3)n2-c2ccc(F)cc2)c(OC)c1
-17 | 1 | -2 | -12 | -12 | 14 | -34 | -30 | -6 | 3 | 0.1 | CC(C)NC(=S)N(CCc1ccncc1)C(C)C
-39 | -34 | -5 | -43 | 0 | 5 | -80 | -56 | -124 | 8 | -3.7 | O=C(Nc1ccc2nc(-c3ccccn3)[nH]c2c1)C1CCCCC1
8 | -3 | 1 | -9 | -16 | 6 | -6 | 6 | 15 | 1 | -0.3 | CCOC(=O)C1=CN2CCC[C@H]2CC1=O
10 | -2 | 2 | -7 | -16 | 0 | -6 | 6 | -7 | -5 | -0.7 | COC(=O)C1=C(C(=O)OC)[C@@H]2N(Cc3ccccc3)c3ccccc3[C@@]23C[C@@H](C(=O)OC)N(C(=O)c2cc(C)oc2C)C3=N1
-22 | -1 | 3 | 6 | -10 | 1 | -6 | -3 | -3 | 7 | -0.6 | CCCn1c(=O)c2sccc2n2c(CCCC(=O)NCc3ccco3)nnc12
-2 | 5 | 6 | -14 | 6 | 6 | -11 | 0 | 1 | 4 | 1.3 | CCOc1ccc2c(c1)OC1(CCC(C)C1)CC2=O (stereo not given)
-8 | -3 | 5 | -5 | -1 | 10 | -14 | -9 | 10 | 2 | -2.0 | COc1ccc(CCNC(=O)C2CCCN2C(=O)Nc2cccc(OC)c2)cc1 (stereo not given)
6 | 5 | -1 | -6 | -9 | 8 | -1 | 10 | -6 | 3 | -1.8 | CC(=O)C1=C(O)C(=O)N(Cc2ccccc2)C1c1ccc(Br)cc1 (stereo not given)
1 | 4 | 13 | 22 | 5 | 15 | 19 | 13 | 27 | -14 | 1.5 | Cc1nnnn1/C(=C\c1ccccc1)C(=O)OCC(=O)NC(C)(C)C
-6 | 23 | -5 | 10 | 5 | 4 | 20 | 7 | 13 | 3 | -1.1 | O=C1CCn2c1c(O)c1ccccc1c2=O
-9 | -3 | 6 | 3 | 7 | 15 | 4 | -8 | -2 | -8 | -1.8 | COc1cccc(CNC(=O)CCn2ccc3cc(S(=O)(=O)N4CCC(C)CC4)ccc32)c1
-20 | -1 | 35* | 5 | -12 | 1 | 5 | -31 | -31 | -1 | -1.7 | Cc1ccc(NS(=O)(=O)c2ccc(N3CCN(c4ccc(O)cc4)CC3)c([N+](=O)[O-])c2)c(C)c1
-2 | -11 | -7 | -1 | 5 | 7 | -16 | -10 | 1 | 8 | -1.7 | O=C(Cc1ccc(Br)cc1)N1CCN(c2ccc(F)cc2)CC1
-19 | x | -2 | 2 | 0 | x | -35 | 6 | -3 | x | x | COCCN(CCOC)Cc1cc(=O)oc2cc(C)c(C)cc12
x | x | 6 | 51* | 8 | x | 28 | 19 | x | x | x | CCc1c(-c2ccccc2OC)ncn1Cc1cccc(-c2ccccc2)c1
1 | 7 | -1 | 2 | -1 | -4 | -3 | -15 | -78 | -6 | 1.1 | Cc1ccc(NC(=O)N2CCC(NC(=O)c3ccco3)CC2)cc1
-76 | -35 | 1 | 7 | 7 | 2 | 0 | -5 | 2 | -2 | 0.1 | CCCOc1ccc(C(=O)NCCN2CCOCC2)cc1
-10 | -1 | 1 | 5 | -2 | 3 | 14 | 14 | -6 | 13 | 0.1 | Fc1ccc(-c2cc(-c3nnc4n3CCCCC4)c3ccccc3n2)cc1
8 | 16 | 1 | -21 | 2 | 0 | 3 | 3 | 6 | 4 | -0.1 | CCN1C(=O)/C(=C/c2cccs2)S/C1=N\S(=O)(=O)c1ccc(C)cc1
6 | 4 | -5 | -1 | -4 | 1 | 3 | -12 | -18 | 1 | -0.7 | COc1ccc(CCNC(=O)C(=O)NCC2OCCN2S(=O)(=O)c2cc(F)ccc2F)cc1OC (stereo not given)
x | x | 1 | 7 | -7 | x | -15 | -3 | x | x | x | Cc1ccc(SC2=C[C@@]3(O)CC[C@@H](O)[C@@](Sc4ccc(C)cc4)(C2=O)[C@H]3O)cc1
-2 | -10 | -9 | 3 | -2 | -5 | 3 | -4 | 2 | -3 | 1.4 | CC(=O)Nc1ccc(S(=O)(=O)N2CCCCC2c2cccnc2)cc1 (stereo not given)
8 | -10 | 0 | -15 | -12 | 7 | 5 | 1 | 7 | -23 | 0.9 | C=CCn1c(NCCO)nc2c1c(=O)n(C)c(=O)n2C
7 | -1 | -1 | -42 | 0 | -2 | 6 | -5 | 16 | 4 | 0.7 | O=C(CC(=O)Nc1ccccc1)Nc1ccccc1
8 | 8 | 1 | 9 | -3 | -5 | 10 | -6 | 17 | 4 | 16* | Cc1ccc(-c2csc(NC(=O)CSc3nnc4c(n3)[nH]c3ccccc34)n2)cc1
-14 | -5 | 5 | -5 | 4 | 14 | 9 | -2 | -3 | 3 | -1.6 | CC(C)(C)c1ccc(NNC(=O)C2CCC2)cc1
0 | -4 | -14 | -4 | 0 | 28 | 7 | -21 | -22 | -11 | 3.6 | O=C(Nc1ccccc1C(=O)N1CCCCC1)c1ccc(Cl)cc1Cl
-6 | -2 | -1 | 8 | -10 | 4 | 7 | -3 | 5 | 2 | -1.1 | Nc1ccc2c(c1)nc(Cc1ccccc1)n2CCO
-14 | -3 | 31* | x | 4 | -3 | x | 11 | 15 | 14 | -2.6 | CCOC(=O)C1CCN(C(=O)Nc2ccc3nc(-c4ccco4)c(-c4ccco4)nc3c2)CC1
0 | 1 | -2 | 2 | 3 | 13 | -2 | 0 | -5 | -1 | 0.0 | Cc1ccc2c(c1)N(CCCC(=O)NCCCN1CCCCC1)C(=O)CO2
-36 | -3 | 1 | -11 | 0 | 8 | -66 | 15 | -54 | -4 | -1.0 | O=C(Nc1nc2cc3c(cc2s1)OCCO3)c1ccc([N+](=O)[O-])o1
-39 | -4 | 0 | -9 | -3 | 6 | -45 | -3 | 8 | -4 | -1.1 | NC(=O)c1ccc[n+](CC(=O)c2cccc([N+](=O)[O-])c2)c1
1 | -12 | 5 | -9 | -6 | 11 | 10 | -2 | 12 | 1 | 1.8 | COc1ccccc1NCC(=O)NNCC(=O)Nc1ccc(F)c(Cl)c1
3 | 5 | -3 | -16 | 4 | 11 | 3 | 10 | 10 | -1 | -0.9 | CC(C)NC(=O)c1ccc2c(c1)N(CC(=O)N1CCCCC1)C(=O)C(C)(C)O2
13 | -4 | 1 | 13 | -5 | 6 | -9 | 9 | -6 | -1 | -1.8 | Cc1ccn(C(C)CC(=O)Nc2ccc(-c3ccno3)cc2)n1 (stereo not given)
2 | -1 | -3 | -1 | 6 | 8 | 10 | 3 | -30 | -2 | -3.1 | CN(C)N1C(=O)C2C3C=CC(O3)C2C1=O (stereo not given)
-28 | 1 | 2 | 12 | -8 | 10 | 2 | -16 | 7 | -7 | -0.6 | CCOC(=O)CNC(=O)CSc1nnc(C)c(=O)[nH]1
20 | 2 | 3 | 15 | -3 | -5 | 14 | -18 | 11 | 1 | -3.3 | Cc1ccccc1OCC(=O)NNC(=O)c1ccc2c(=O)n3c(nc2c1)CCC3
7 | -1 | 11 | 8 | -10 | 0 | -32 | 9 | -4 | -5 | 0.0 | CCn1c(CNC(=O)c2ccco2)nnc1SCC(=O)Nc1cc(F)ccc1C
5 | -3 | 4 | -3 | -1 | -1 | 5 | -28 | -10 | 5 | -1.6 | O=C(c1ccc(Sc2ccc(F)cc2)c([N+](=O)[O-])c1)N1CCOCC1
-29 | -3 | 2 | -11 | -1 | 0 | -14 | -8 | -4 | 9 | 4.0 | COc1cccc(CN2CCNC(=O)C2CC(=O)NCc2cn3ccccc3n2)c1OC (stereo not given)
1 | -4 | -1 | 19 | -3 | 12 | -6 | -8 | -11 | -2 | -0.5 | CCN1CCN(c2cc(C)c3cc(NC(=S)NCCCOC)ccc3n2)CC1
6 | 3 | -12 | 11 | -16 | 5 | 3 | -17 | 6 | -9 | -0.5 | CC(=O)Nc1nnc(SCC(=O)NC(C)(C)C)s1
-76 | -28 | -2 | -24 | 1 | -2 | -77 | -66 | -96 | -12 | -1.0 | Cc1ccc(OCc2cc(C(=O)N3CCN(c4ccccc4)CC3)no2)cc1C
-20 | -5 | -1 | 26 | -5 | 0 | 5 | 3 | -7 | -5 | -2.0 | CC(C)CC(NC(N)=O)C(=O)NCc1ccccc1Cl (stereo not given)
8 | 5 | 1 | -2 | -8 | 3 | -3 | 11 | -11 | 5 | -1.4 | CCCCNC(=O)CNC(=O)c1nn(-c2ccc(OC)cc2)c(=O)c2ccccc12
7 | -3 | -3 | -4 | -2 | 2 | -16 | -1 | -1 | -3 | -1.7 | Cc1ccc(S(=O)(=O)N(CC(=O)NCc2ccncc2)Cc2ccc(F)cc2)cc1
-22 | -2 | 3 | 0 | 6 | 16 | -28 | -20 | -13 | -9 | 1.2 | COc1cccc(OC)c1C(=O)NC(=S)Nc1cc(-c2nc3ccccc3[nH]2)ccc1Cl
-10 | 2 | -2 | -13 | 5 | 0 | -3 | 14 | -10 | -7 | -0.9 | O=C(CCc1nc2ccccc2c(=O)[nH]1)Nc1nnc(SCc2ccc(Cl)cc2)s1
-15 | -9 | -7 | 4 | 6 | 3 | 2 | -4 | -6 | -4 | -0.5 | Cc1c(Cl)c([N+](=O)[O-])nn1CC(=O)NC(C)c1ccccc1 (stereo not given)
27 | 19 | -3 | 15 | 10 | 2 | 20 | 11 | 22 | -1 | 0.4 | COc1ccc(COC(=O)NC2CCN(S(=O)(=O)c3ccc(OC)cc3)CC2)cc1
13 | -7 | 2 | 25 | -3 | -1 | 2 | 28 | 14 | 4 | -0.6 | O=[N+]([O-])c1ccc(CSc2nnc(-c3cccnc3)o2)cc1
-13 | x | -10 | 8 | 11 | 0 | 22 | -16 | -1 | x | 0.3 | CC(C)C(N)c1csc(Nc2cc(Oc3ccccc3)ncn2)n1 (stereo not given)
